HCV core dimer = blocks dimerization of HCV core protein | AID 1899 | 0.33% of 300,000 active | inhibition, % at 5 µM | TR-FRET GST/Flag-core106 dimerization, 1536-well;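 active means inhibition above the mean of all tested compounds plus 3 SD, set per screening campaign, cut at about 45% in these data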
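Material: Tagged HCV core106 pair (GST and Flag) | Amount: GST-core106 13.5 nM, Flag-core106 17 nM | Medium: KF-containing HEPES buffer, pH 7.45, DTT, CHAPS, BSA | Reagent: Eu donor and XL665 acceptor anti-tag antibodies | Schedule: 4 h at 22.5 °C | Technique: Time-resolved FRET, ex 340 nm, em 617 and 671 nm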
PP1 inh = PP1-alpha (human) inhibition in PP5 counter-screen; P62136; purified PP1alpha, OMFP fluorescence; inhibition, % at 6.7 µM; 0.9% of 320,000 active; AID 2235;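 active means inhibition above the mean inhibition of all tested compounds plus 3 SD, computed separately for each screening campaign, cut at about 15% in these data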
Target sequence (P62136 whole entry, looked up): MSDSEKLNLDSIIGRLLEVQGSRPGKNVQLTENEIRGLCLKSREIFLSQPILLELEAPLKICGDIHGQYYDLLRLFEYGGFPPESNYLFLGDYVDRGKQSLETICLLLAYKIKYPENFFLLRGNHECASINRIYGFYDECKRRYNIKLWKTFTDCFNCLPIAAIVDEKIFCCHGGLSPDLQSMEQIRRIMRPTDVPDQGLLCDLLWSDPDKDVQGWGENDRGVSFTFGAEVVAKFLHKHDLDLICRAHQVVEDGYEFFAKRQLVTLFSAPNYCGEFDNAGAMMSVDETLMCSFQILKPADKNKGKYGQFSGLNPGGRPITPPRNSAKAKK
proCasp7 act = counter-screen for procaspase-3 activators: activators of human procaspase-7; P55210; recombinant procaspase-7, Ac-DEVD-pNA absorbance 405 nm; D23A/D198A/D206A triple mutant, cannot self-cleave; scale: DMSO 0, 5 µM enzyme 100; activation, % at 8.5 µM; 0.093% of 330,000 active;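 active means percent activation above the screen-wide mean plus 3 SD, cut at about 25% in these data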
Target sequence (P55210 whole entry D23A/D198A/D206A): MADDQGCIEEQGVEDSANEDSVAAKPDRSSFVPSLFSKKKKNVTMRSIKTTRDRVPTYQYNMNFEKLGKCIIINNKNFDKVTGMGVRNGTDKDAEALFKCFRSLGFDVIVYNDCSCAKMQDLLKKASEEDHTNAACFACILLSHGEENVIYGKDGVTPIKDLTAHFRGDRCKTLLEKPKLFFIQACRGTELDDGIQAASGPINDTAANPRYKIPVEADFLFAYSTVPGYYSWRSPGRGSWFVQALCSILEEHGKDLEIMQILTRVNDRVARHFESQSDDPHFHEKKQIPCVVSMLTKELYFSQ
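Material: Procaspase-7 triple mutant (PC-7 D3A) | Quantity: 2 µM procaspase-7 mutant as dispensed | Reagent: DEVD-pNA substrate | Times: 1 h preincubation, 2 h reaction | Technique: 405 nm absorbance of p-nitroaniline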
AHR activator = activates the human aryl hydrocarbon receptor; P35869; AHR-responsive luciferase reporter cells, luminescence; activation, % at 5 µM; 2.5% of 320,000 active; in the data active means activation above about 47%;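 further: 0% = vehicle wells and 100% = reference agonist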
procasp3 activ = activates human procaspase-3. recombinant procaspase-3 D3A, Ac-DEVD-pNA absorbance 405 nm. activation, % at 8.5 µM. 0.11% of 330,000 active. AID 463141;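 active means activation above the mean of all tested compounds plus 3 SD, cut at about 21% in these data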;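 further: 0% = DMSO alone and 100% = DMSO wells spiked with extra 5 µM PC-3 D3A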
Target sequence (P42574 whole entry D9A/D28A/D175A): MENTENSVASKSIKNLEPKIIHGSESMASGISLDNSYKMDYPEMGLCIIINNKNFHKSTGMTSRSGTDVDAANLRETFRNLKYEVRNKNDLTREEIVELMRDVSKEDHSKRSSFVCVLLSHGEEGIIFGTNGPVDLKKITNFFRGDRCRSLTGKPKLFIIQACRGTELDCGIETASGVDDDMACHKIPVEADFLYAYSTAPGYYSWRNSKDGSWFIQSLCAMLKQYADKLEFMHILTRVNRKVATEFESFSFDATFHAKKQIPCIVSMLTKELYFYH
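Test system: Procaspase-3 D3A mutant, all three cleavage aspartates alanine | Dosing: Single dose, 8.5 µM nominal compound, 0.8% DMSO | Schedule: 1 h preincubation, 2 h reaction | Technique: 405 nm absorbance of p-nitroaniline, reads at 0 and 120 min | Repeats: One well per compound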
PAFAH2 FP inh = inhibitors of human PAFAH2. Q99487. recombinant PAFAH2, FP-rhodamine activity probe, fluorescence polarization. inhibition, % at 3.39 µM. 0.99% of 340,000 active;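 active means inhibition above the mean over all tested compounds plus 3 SD, cut at about 30% in these data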;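 further: inhibitors block probe labeling of enzyme so polarization drops; 0% = enzyme with DMSO and 100% = wells lacking PAFAH2 protein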
TPT1 inh = blocks Candida albicans tRNA 2'-phosphotransferase; recombinant caTPT1, FP RNA substrate dephosphorylation; inhibition, % at 5 µM; 0.81% of 300,000 active; AID 1962;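 active means inhibition above the mean of all tested compounds plus 3 SD, set per screening campaign, cut at about 24% in these data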;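 further: plate controls were DMSO alone for no effect and ferristatin control at 100 nM for full effect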
PP5 inh = inhibitors of human protein phosphatase 5 (PP5); purified PP5c, OMFP substrate fluorescence; inhibition, % at 6.7 µM; 0.18% of 320,000 active; AID 1987;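 active means inhibition above the campaign's mean inhibition across all tested compounds plus 3 SD, cut at about 9.5% in these data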;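 further: 0% = DMSO only and 100% = 100 µM cantharidin control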
Fh CTSL1 inh = counter-screen for PFM18AAP inhibitors: inhibitors of F. hepatica cathepsin L1; 0.49% of 300,000 active; AID 1906; inhibition, % at 5.96 µM; recombinant F. hepatica cathepsin L1, Z-Leu-Arg-MCA fluorescence;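 active means inhibition above the mean of all tested compounds plus 3 SD, set per screening campaign, cut at about 17% in these data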;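 further: 0% = plate median of test compound wells and 100% = 1 µM Z-Phe-Ala-diazomethylketone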
Active calls of the source: *; . = not tested or not shown.

SMILES	HCV core dimer	PP1 inh	proCasp7 act	AHR activator	procasp3 activ	PAFAH2 FP inh	TPT1 inh	PP5 inh	Fh CTSL1 inh
Cc1ccc(-n2nnnc2SCC(=O)c2c(N)n(C3CC3)c(=O)[nH]c2=O)cc1C	.	7	-8	5	-2	4	.	3.6	.
COc1ccc(S(=O)(=O)N(CC(=O)NCc2ccco2)c2ccccc2)cc1	-6	1	9	0	11	-1	-4	-0.1	-2
CCOc1ccc(-c2csc(NC(=O)CSC3=NC(=O)CN3C(C)=O)n2)c2ccccc12	12	7	-5	11	-2	3	-1	3.9	-3
CC(=O)N1CCc2cc(S(=O)(=O)NCCC(=O)NC3CCN(Cc4ccccc4)CC3)ccc21	-1	-4	1	2	1	1	-1	1.7	-2
Cc1nn(-c2ccccc2)c2c1C1(C(=O)N(C(C)C)c3ccccc31)C(C#N)=C(N)O2 (stereo unspecified)	-3	-1	5	14	0	3	-1	4.9	4
c1ccn2c(SCc3ccc4c(c3)OCO4)nnc2c1	-9	0	1	21	4	-4	-1	-3.6	4
C#CCOCCOCCOCCNc1nc(N2CCN(C(=O)[C@H](CCC(=O)O)n3cc(CN)nn3)CC2)nc(N2CCN(C(=O)[C@H](CCCCN)n3cc([C@@H](N)CC(N)=O)nn3)CC2)n1	.	.	6	0	6	0	.	.	.
O=C(OC(c1ccc(NS(=O)(=O)c2ccccc2)cc1)(C(F)(F)F)C(F)(F)F)c1ccccc1	1	7	14	1	-2	-12	-2	8.3	2
CC(C)CCNC(=O)Cn1c(=O)oc2cc(S(=O)(=O)N3CC(C)CC(C)C3)ccc21 (stereo unspecified)	2	-2	-12	1	-4	4	4	3.0	-2
Cc1cccc(C)c1NC(=O)C[N+](C)(C)CC(O)COc1cccc2ccccc12 (stereo unspecified)	-4	-3	9	-2	-2	-2	-1	0.3	0
COc1ccc(CN2CCN(Cc3cccc(Oc4ccccc4)c3)CC2)c(OC)c1OC	-9	5	-6	2	-2	3	-2	2.0	1
O=C(Cc1ccc(Br)cc1)NNC(=O)Nc1ccc(Cl)cc1	4	0	-10	4	-2	-10	-1	0.6	1
CCCC(=O)N(Cc1cc2cccc(C)c2[nH]c1=O)c1ccccc1OC	-6	1	-5	22	2	10	-3	3.2	7
Cc1cc(C)cc(-n2ncc3c2CCCC3NC(=O)CN2CCCC2=O)c1 (stereo unspecified)	-3	-1	9	-2	-1	-1	2	1.5	-5
Cc1nn(CC(=O)NCCCN2CCCCC2)c(=O)c2cccn12	-6	0	0	2	3	0	-2	1.1	3
CC(=O)OC1CSC2c3ccccc3C(=O)N2Cc2sccc21 (stereo unspecified)	14	-4	-4	0	3	-5	-2	-2.7	1
CSc1nnc(-c2ccco2)n1-c1ccccc1	-2	-1	4	-1	2	1	-1	-0.7	-4
NC(=O)CSc1nnc2ccc(-c3ccc(F)cc3)nn12	1	0	-13	2	-3	-1	-3	-0.6	-2
COc1cccc(CNC(=O)CCCNS(=O)(=O)c2cccs2)c1	3	-2	13	-1	-2	8	0	-1.8	-1
COc1ccc(N(CC(=O)Nc2ccccc2C(=O)O)S(=O)(=O)c2ccc(C)c([N+](=O)[O-])c2)cc1	15	0	2	0	-1	19	-2	-0.6	-2
COc1cc(C(=O)NCCC(=O)NCCCN2CCCCC2C)cc(OC)c1OC (stereo unspecified)	-3	-3	4	1	3	0	3	-1.7	-1
O=C(Nc1ccccc1)c1ccccc1NC(=O)[C@H]1CCCC[C@H]1C(=O)O	0	0	7	0	7	-4	0	-0.9	1
CCc1cc(=O)oc2cc(C)cc(OC(C)C(=O)NC3CC(C)(C)NC(C)(C)C3)c12 (stereo unspecified)	6	-4	17	1	9	6	2	2.7	1
CSCCC(NC(=O)c1ccco1)C(=O)N1CCCC(C(F)(F)F)C1 (stereo unspecified)	.	2	-1	10	-6	-9	.	-1.2	.
CCc1cccc(NC(=O)C(NC(=O)C2CCCCC2)C(C)C)c1 (stereo unspecified)	2	-7	5	1	6	1	-3	-0.6	0
CCCCCCCCCC(=O)Nc1cccnc1	0	3	-2	-2	-4	.	1	0.5	3
CCCC1=C(C(=O)OCC)C(c2cc(Cl)cc(OC)c2OCc2ccccc2)NC(=O)N1 (stereo unspecified)	8	10	6	2	4	-5	-2	3.3	5
Cc1ccc(NC(=O)CSc2nc(C)c(Cc3ccccc3)c(=O)[nH]2)cc1	6	4	-4	4	-6	-2	2	4.2	5
Cc1cccc(/C=N/Nc2ccc3ccccc3n2)c1	3	0	4	24	1	5	4	-0.1	-3
COc1ccc(Cn2nnnc2C(c2cccs2)N2CCN(c3ccccc3)CC2)cc1 (stereo unspecified)	10	4	-1	-1	12	-1	0	5.1	-1
CS(=O)(=O)Nc1ccc(S(=O)(=O)N2CCCC2)cc1	3	3	2	1	11	-2	-2	2.8	2
CCOc1ccc(/C=C/c2nc(C#N)c(NCCCOC)o2)cc1	1	-2	2	15	-5	-3	1	2.7	3
CC(C)(C)C1CCC(=NOC(=O)c2ccc(F)cc2)CC1 (stereo unspecified)	1	3	7	2	-8	81*	-1	1.0	4
CC1CC(C)CN(CCCNC(=O)COc2cc(=O)n(C)c3ccccc23)C1 (stereo unspecified)	-2	-1	-4	0	-10	0	1	-2.1	-1
CCCCCNC(=O)c1ccc2c(=O)n(CC3CCCO3)c(=S)[nH]c2c1 (stereo unspecified)	-4	-2	-2	2	-8	-2	-4	0.9	1
O=C(CN1CCN(Cc2ccccc2)CC1)N/N=C\C=C/c1ccco1	-5	1	3	8	9	-4	-3	0.7	2
Cc1ccc(-n2[nH]c(C)c(C=Nc3ccc(S(=O)(=O)Nc4nccs4)cc3)c2=O)c(C)c1	1	2	-1	2	-12	.	1	2.7	-2
O=C(CSc1nnc(CNC(=O)c2c(F)cccc2F)o1)NCc1ccccc1	-7	-4	0	0	-2	-1	-4	-0.1	-1
CCOC(=O)c1c(NC(=O)C(C)Sc2c[nH]c3ccccc23)sc2c1CCC2 (stereo unspecified)	-37	-1	2	8	-8	2	-16	4.1	4
O=c1cnc(-c2ccc(Cl)cc2)cn1O	-5	2	-3	1	2	14	-3	2.5	1
C=CCn1c(=O)/c(=C\c2ccccn2)s/c1=C(/C#N)C(=O)NCC1CCCO1 (stereo unspecified)	-3	-2	1	0	6	3	10	0.9	-2
O=C(NC(=S)N1CCCCC1CO)C12CC3CC(CC(C3)C1)C2 (stereo unspecified)	-1	0	-9	-2	-7	-2	-1	-1.9	2
CCOC(=O)/C=c1\s/c(=C\c2ccc(C(=O)OC)cc2)c(=O)n1CC(=O)Nc1ccccc1	7	1	7	-3	0	-1	8	-2.6	-3
O=C(COC(=O)CN1C(=O)c2ccccc2C1=O)Nc1ccccc1	.	.	6	0	8	5	.	.	.
CCCC1=Nc2cc(C(=O)N3CCC(C(=O)OCC)CC3)ccc2Sc2ccccc21	0	7	-1	3	-5	8	-1	4.7	0
O=C(Nc1cccc(S(=O)(=O)N2CCCCCC2)c1)C1CCN(C(=O)c2ccc(Cl)cc2)CC1	6	3	-4	6	-2	0	1	3.4	1
CCOc1ccccc1NC(=O)CSC1=NN2CCCC(=O)N=C2S1	8	1	3	1	3	12	1	-0.3	1
O=[N+]([O-])c1ccc2cn[nH]c2c1	8	-3	0	44	0	3	0	2.8	-3
COc1cc(OC)c(C2C(C(=O)O)c3ccccc3C(=O)N2C)cc1OC (stereo unspecified)	-5	1	9	-1	5	-1	-6	1.3	-1
CCOC(=O)c1ccc[n+](CC(=O)c2ccc(NC(=O)c3ccccc3)cc2)c1	-3	7	-4	0	-3	-9	-2	0.1	-1
COc1ccc(/C=C2\SC(N3CCCCC3)=NC2=O)cc1OC	7	1	5	13	1	-6	-3	1.6	0
Brc1ccccc1OCCCCn1cnc2ccccc21	2	6	-1	-4	3	35*	-2	3.0	10
COc1cccc(NC(=O)Nc2ccc3nsnc3c2)c1	-10	3	3	4	0	-10	-4	1.6	-2
COC(=O)[C@H](Cc1ccccc1)NC(=O)N1CCC(C)CC1	-4	4	-12	-3	5	-11	0	4.6	-16
CCCCCN(C(=O)CCC(=O)OCCOc1ccc(OC)cc1)c1c(N)n(CCCC)c(=O)[nH]c1=O	0	-5	-4	0	-12	1	2	-0.8	-3

A different layout for some results above:
| structure | HCV core dimer | PP1 inh | proCasp7 act | AHR activator | procasp3 activ | PAFAH2 FP inh | TPT1 inh | PP5 inh | Fh CTSL1 inh |
| --- | --- | --- | --- | --- | --- | --- | --- | --- | --- |
| CCOc1ccc(-c2csc(NC(=O)CSC3=NC(=O)CN3C(C)=O)n2)c2ccccc12 | 12 | 7 | -5 | 11 | -2 | 3 | -1 | 3.9 | -3 |
| CC(=O)N1CCc2cc(S(=O)(=O)NCCC(=O)NC3CCN(Cc4ccccc4)CC3)ccc21 | -1 | -4 | 1 | 2 | 1 | 1 | -1 | 1.7 | -2 |
| Cc1nn(-c2ccccc2)c2c1C1(C(=O)N(C(C)C)c3ccccc31)C(C#N)=C(N)O2 (stereo unspecified) | -3 | -1 | 5 | 14 | 0 | 3 | -1 | 4.9 | 4 |
| c1ccn2c(SCc3ccc4c(c3)OCO4)nnc2c1 | -9 | 0 | 1 | 21 | 4 | -4 | -1 | -3.6 | 4 |
| C#CCOCCOCCOCCNc1nc(N2CCN(C(=O)[C@H](CCC(=O)O)n3cc(CN)nn3)CC2)nc(N2CCN(C(=O)[C@H](CCCCN)n3cc([C@@H](N)CC(N)=O)nn3)CC2)n1 | . | . | 6 | 0 | 6 | 0 | . | . | . |
| O=C(OC(c1ccc(NS(=O)(=O)c2ccccc2)cc1)(C(F)(F)F)C(F)(F)F)c1ccccc1 | 1 | 7 | 14 | 1 | -2 | -12 | -2 | 8.3 | 2 |
| CC(C)CCNC(=O)Cn1c(=O)oc2cc(S(=O)(=O)N3CC(C)CC(C)C3)ccc21 (stereo unspecified) | 2 | -2 | -12 | 1 | -4 | 4 | 4 | 3.0 | -2 |
| Cc1cccc(C)c1NC(=O)C[N+](C)(C)CC(O)COc1cccc2ccccc12 (stereo unspecified) | -4 | -3 | 9 | -2 | -2 | -2 | -1 | 0.3 | 0 |
| COc1ccc(CN2CCN(Cc3cccc(Oc4ccccc4)c3)CC2)c(OC)c1OC | -9 | 5 | -6 | 2 | -2 | 3 | -2 | 2.0 | 1 |
| O=C(Cc1ccc(Br)cc1)NNC(=O)Nc1ccc(Cl)cc1 | 4 | 0 | -10 | 4 | -2 | -10 | -1 | 0.6 | 1 |
| CCCC(=O)N(Cc1cc2cccc(C)c2[nH]c1=O)c1ccccc1OC | -6 | 1 | -5 | 22 | 2 | 10 | -3 | 3.2 | 7 |
| Cc1cc(C)cc(-n2ncc3c2CCCC3NC(=O)CN2CCCC2=O)c1 (stereo unspecified) | -3 | -1 | 9 | -2 | -1 | -1 | 2 | 1.5 | -5 |
| Cc1nn(CC(=O)NCCCN2CCCCC2)c(=O)c2cccn12 | -6 | 0 | 0 | 2 | 3 | 0 | -2 | 1.1 | 3 |

High-throughput results (PubChem)
